Rab9 prom act: qHTS Assay for Rab9 Promoter Activators; Huh7 Rab9 promoter-luciferase reporter, luminescence, 24 h; Potency, µM (titrated, usually from 9.22 µM), for the others: top-dose activation, negative = inhibition, hits mostly activators; 320,000 tested, 2.8% active; also: % of control where 0% means no effect; nearly all actives have a fitted effect of over 60% in size
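Measured in stably transfected Huh7 cells bearing a Rab9 promoter–luciferase construct: 24 h compound treatment at 37 °C, followed by luminescence detection.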
FLuc counter: qHTS profiling assay for firefly luciferase inhibitor/activator using purifed enzyme and Km concentrations of substrates (counterscreen for miR-21 project) | purified FLuc, Km substrates, luminescence inhibition | Luciferin 4-monooxygenase (Photinus pyralis), P08659 | 360,000 tested, 6.9% active | Potency, µM (highest dose often 57.5 µM), for the others: at the top dose activity change, negative = inhibition, actives largely listed as inhibitors;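 also: plate controls were vehicle for no effect and reference inhibitor for full effect; nearly all actives have a fitted effect of over 55% in size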
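Purified P. pyralis luciferase (10nM final) with 10uM D-luciferin and 10uM ATP (Km levels) in 50mM Tris acetate pH 7.5, 10mM Mg acetate, 0.01% Tween-20, 0.05% BSA; qHTS 6-point titration, ~60 µM downward; luminescence read.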
Gal4-VP16 FLuc: VP16 counterscreen qHTS for inhibitors of ROR gamma transcriptional activity; Drosophila S2 Gal4-VP16 UAS-luciferase, luminescence, 20 h; Potency, µM (top dose mostly 53.6 µM), for inactives: at the top dose activity, negative = inhibition, most hits filed as inhibitors; 310,000 tested, 3.5% active; AID 2546, 2010;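 also: Gal4-VP16 expression switched on by copper sulfate through the metallothionein promoter; % is scaled to controls: 0 for no effect and ±100 for the full control effect; nearly all actives have a fitted effect of over 50% in size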
p53 reactivation: qHTS assay for re-activators of p53 using a Luc reporter; H1299 p53-A138V BP100-luciferase reporter, luminescence, 24 h; Potency, µM (titrated, usually from 92.2 µM), inactives show at the highest dose activity change, positive = activation, most hits filed as activators; 320,000 tested, 0.063% active; AID 504706, 2011; also: % of control where 0% means no effect; nearly all actives have a fitted effect of over 45% in size
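p53-null H1299 cells stably carrying temperature-sensitive p53-A138V and a BP100-luciferase reporter were pinned with compounds (4-point, 1:5 series) and held 24 hrs at 37 deg C. Luminescence was read 10 min after detection reagent.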
BRCA1 expr up: qHTS Assay to Identify Small Molecule Activators of BRCA1 Expression | Potency, µM (doses to about 46.1 µM), for the others: at the highest dose activation, most hits filed as activators | AID 624202, 2012 | 380,000 tested, 1.1% active | MCF7-BRCA1-FFLuc reporter, luminescence, 48 h; response scale: scaled: vehicle 0%, 10 µM genistein 100%; also: nearly all actives have a fitted effect of over 80% in size; some results filed as inactive show a strong effect at the top dose
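Activators of BRCA1 expression were detected as increased firefly luciferase luminescence in engineered MCF7 cells after 48 h compound incubation. Signals were scaled to genistein 10 microM as full activation.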
RORg inh: qHTS for inhibitors of ROR gamma transcriptional activity. Nuclear receptor ROR-gamma (Mus musculus), P51450. Drosophila S2 Gal4-RORgamma UAS-luciferase reporter, 20 h. Potency, µM (top dose mostly 53.6 µM), without a hit: top-dose activity change, negative = inhibition, hits mostly inhibitors. 310,000 tested, 5.4% active; also: % is scaled to controls: 0 for no effect and ±100 for the full control effect; nearly all actives have a fitted effect of over 60% in size
Target sequence (P51450 whole entry, looked up, the tested form may be a part): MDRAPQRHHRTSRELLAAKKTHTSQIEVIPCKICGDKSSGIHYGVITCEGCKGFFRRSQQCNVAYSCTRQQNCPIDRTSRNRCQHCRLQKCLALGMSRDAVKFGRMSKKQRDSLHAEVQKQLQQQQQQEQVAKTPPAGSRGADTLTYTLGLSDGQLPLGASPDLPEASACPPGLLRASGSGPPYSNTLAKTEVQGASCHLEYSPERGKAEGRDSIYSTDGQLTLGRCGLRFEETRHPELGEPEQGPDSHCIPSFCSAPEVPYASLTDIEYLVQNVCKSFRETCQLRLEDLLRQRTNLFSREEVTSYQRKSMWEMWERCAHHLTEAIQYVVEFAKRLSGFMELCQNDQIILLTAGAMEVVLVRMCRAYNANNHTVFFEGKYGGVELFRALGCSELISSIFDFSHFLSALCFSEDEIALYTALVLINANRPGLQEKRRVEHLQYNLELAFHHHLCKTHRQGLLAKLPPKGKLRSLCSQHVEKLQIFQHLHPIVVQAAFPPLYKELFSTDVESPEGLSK
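Compounds are pin-transferred onto Drosophila Schneider cells expressing a copper-inducible Gal4–ROR gamma transactivation domain fusion. After 1 hr, copper sulfate is added to 700 uM final; luciferase is read 20 hr later.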
MBNL1-CUG inh: qHTS Assay for Inhibitors of MBNL1-poly(CUG) RNA binding; 280,000 tested, 0.036% active; TR-FRET MBNL1-His/biotin-(CUG)12 binding, 665/545 ratio; Muscleblind-like protein 1 (Homo sapiens), Q9NR56; Potency, µM (series often up to 57.5 µM), without a hit: at the top dose activity change, negative = inhibition, most hits filed as inhibitors; active = well fitted inhibition curve with a large enough effect in the signal ratio, with a control signal flat, not every such curve was filed as active; inconclusive = small, poorly fitted or top-dose-only effect, or effect the other way, or a change in a side signal; inactive = no such curve, though single readings can be large or run the other way; the % refers to the signal ratio; also: % is scaled to controls: 0 for no effect and ±100 for the full control effect
Target sequence (Q9NR56 whole entry, looked up): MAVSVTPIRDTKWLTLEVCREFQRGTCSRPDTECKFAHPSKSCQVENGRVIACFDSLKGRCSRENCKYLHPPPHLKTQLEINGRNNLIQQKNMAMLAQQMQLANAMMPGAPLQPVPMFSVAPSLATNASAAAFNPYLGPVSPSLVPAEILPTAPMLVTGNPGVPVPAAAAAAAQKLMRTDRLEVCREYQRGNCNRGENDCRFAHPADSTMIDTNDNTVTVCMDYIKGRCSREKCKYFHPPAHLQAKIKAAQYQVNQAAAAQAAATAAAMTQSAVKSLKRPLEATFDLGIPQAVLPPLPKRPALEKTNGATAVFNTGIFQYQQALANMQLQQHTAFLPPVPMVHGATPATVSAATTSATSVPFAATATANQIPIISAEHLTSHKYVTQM
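TR-FRET between His-tagged MBNL1 and biotin-(CUG)12 RNA, detected with Tb anti-His antibody (0.055 ng/ul) and streptavidin-XL665 (5 nM), 60 min at room temperature. Compounds titrated 92 nM to 58 uM; 665/545 nm ratio normalized to buffer and complex controls.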
ELG1 genotoxic: qHTS screen for small molecules that induce genotoxicity in human embryonic kidney (HEK293T) cells expressing luciferase-tagged ELG1; HEK293T ELG1-luciferase reporter, luminescence, 16 h; Potency, µM (series often up to 46 µM), for inactives: at the highest dose activity change, positive = activation, hits mostly activators; 330,000 tested, 1.3% active; AID 504466, 2011; also: % of control where 0% means no effect; nearly all actives have a fitted effect of over 60% in size
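Step 1: seed 2,000 HEK293T ELG1-luciferase cells per well. Step 2: add compound or DMSO, incubate 16 hr at 37 °C. Step 3: ONE-Glo, 30 min at room temperature, read luminescence.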
uPA generation: qHTS for Inhibitors of Cell Surface uPA Generation; cell surface uPA generation assay, qHTS; Potency, µM (top dose mostly 38.3 µM), without a hit: at the top dose activity change, negative = inhibition, most hits filed as inhibitors; 330,000 tested, 0.31% active; active = well fitted inhibition curve with a large enough effect; inconclusive = small, poorly fitted or top-dose-only effect; inactive = no such curve, though single readings can be large or run the other way; tested in mouse RAW 264.7 cells; also: % is scaled to controls: 0 for no effect and ±100 for the full control effect; nearly all actives have a fitted effect of over 55% in size
NPC1 promoter act: qHTS Assay for NPC1 Promoter Activators | Huh7 NPC1 promoter luciferase reporter, 24 h | Potency, µM (doses to about 9.22 µM), without a hit: at the top dose activation, actives largely listed as activators | 320,000 tested, 2.4% active | AID 485313, 2010;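 also: % of control where 0% means no effect; nearly all actives have a fitted effect of over 60% in size; reporter is driven by a mutant NPC1 promoter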
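Stably transfected Huh7 (NPC1 promoter→luciferase), 1500 cells/well in Opti-MEM + 10% FBS, 2 h settle, then compound 24 h at 37 °C. Luminescence after 10 min with Amplite reagent.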
Numbers without * were called inactive; ? = inconclusive; . = not tested or not shown; [ ] = remark or other dose. Unless noted, calls follow the shape of the dose curve; as a rule, active = well fitted curve in the direction sought with a large enough effect; inconclusive = small, poorly fitted or top-dose-only effect, or another doubt; inactive = no such curve, though single readings can be large; an effect the other way counts as inactive or inconclusive. Potency is read from the fitted curve at half-maximal effect. Compounds as they come. About 13% of those tested had a hit in this group.

Values run as follows: Rab9 prom act, FLuc counter, Gal4-VP16 FLuc, p53 reactivation, BRCA1 expr up, RORg inh, MBNL1-CUG inh, ELG1 genotoxic, uPA generation, NPC1 promoter act
CCc1ccc(CN(C)CC(O)COc2cccc3ccccc23)cc1 (stereo not drawn)
    -14%, 2%, -6%, -2%, -14%, -3%, 0%, 0%, 1%, 2%
C/C=N\NC(=O)CNC(=O)CNC(=O)c1ccccc1
    12%, -1%, -5%, 4%, -21%, -27%, -1%, 0%, -2%, 0%
Cc1ccc(SCCC(=O)Nc2ccc(OCc3ccccc3)cc2)cc1
    -5%, -3%, ?, 0%, 39%, ?, ?, 2%, 1%, -3%
O=C(NC(=S)Nc1nc(-c2ccccc2)cs1)c1ccco1
    -1%, ?, ?, -3%, -37%, 3.5µM*, 9%, -3%, -9%, 5%
O=C(COc1ccccc1)OCC(=O)c1c[nH]c2ccccc12
    8%, ?, ., 0%, -5%, ., ., 0%, 6%, 4%
O=C(CN1C(=O)NC2(CCCCC2)C1=O)Oc1ccc2ccc(=O)oc2c1
    -3%, 7%, ., 4%, 6%, ., ., 0%, -14%, -12%
Cc1cc(NC(=O)CCCSc2nc(-c3ccco3)cc(C(F)(F)F)n2)n(-c2ccccc2)n1
    0%, 6%, -12%, -19%, -42%, 3%, 9%, -7%, 1%, -12%
NC(=O)N[C@@H](Cc1c[nH]c2ccccc12)C(=O)OCC(=O)N1CCCCC1
    -1%, 3%, -9%, -2%, -29%, -6%, -8%, -13%, 0%, -3%
O=[N+]([O-])c1ccccc1NCCNS(=O)(=O)c1ccc(Cl)cc1
    -2%, 0%, -19%, 5%, -21%, 44%, ., 0%, 6%, 1%
CCN(C(=O)COC(=O)c1ccccc1NCCO)C1CCS(=O)(=O)C1 (stereo not drawn)
    17%, 5%, ., 3%, 26%, ., ., 4%, 1%, -2%
CCOC(=O)Cn1nc(NC(=O)c2ccc(C(=O)OC)cc2)cc1C
    17%, 11µM*, -15%, ?, -13%, -38%, -1%, 18%, -7%, ?
CC(=O)Nc1cc[n+](C(C)C(=O)c2ccc(Cl)cc2)cc1 (stereo not drawn)
    -4%, -2%, 9%, -4%, -2%, -8%, 1%, -7%, 2%, -7%
Cc1ccc(S(=O)(=O)N2CC=C(c3c(C)n(C)c4ccccc34)CC2)cc1
    -1%, 3%, -7%, 7%, -48%, ?, ., -6%, -1%, 4%
Cc1ccc2[nH]c(=O)c(CN(Cc3ccccc3Cl)C(=O)N3CCOCC3)cc2c1
    -5%, 7%, 8%, -6%, -27%, 20%, -11%, -3%, -2%, -1%
O=[N+]([O-])c1ccc(C[n+]2cccc3c4ccccc4ccc32)cc1
    -34%[inhibitor], 3%, -12%[10 µM], 1%, -22%, 14%, ?, -16%, -24%, -25%
CCOc1ccc(S(=O)(=O)NCC(=O)OCc2nnc(-c3ccccc3)o2)cc1
    0%, ., ., 2%, 7%, ., ., 1%, -8%, -4%
CCc1ccccc1NC(=O)Nc1cccn(Cc2ccc(F)cc2)c1=O
    0%, -3%, -2%, -2%, -23%, ?, -5%, -6%, ?, -9%
O=S(=O)(c1ccc(N2CCN(Cc3ccccc3)CC2)nc1)N1CCCC1
    -2%, 1%, ., -6%, 0%, ., ., -2%, 4%, -2%
CCOc1ccc(C(O)c2nccn2Cc2ccccc2)cc1 (stereo not drawn)
    2%, 6%, 9%, 2%, 25%, -39%, 6%, 1%, -3%, 1%
Cc1n[nH]c(C)c1CCc1nc2c3ccccc3nc(SCC(=O)Nc3ccccc3F)n2n1
    -6%, 7%, ?, -4%, 7%, ?, -11%, 0%, -1%, 0%
COc1ccc(N(CC(=O)NC(C)(C)C)S(=O)(=O)c2ccccc2)cc1OC
    4%, -2%, 7%, -5%, -4%, 5%, 0%, -2%, 11%, 2%
O=C1Cc2cc(S(=O)(=O)NCc3ccccc3Cl)cc3c2N1CCC3
    0%, -2%, 3%, -8%, 0%, -30%, -7%, -4%, 0%, 1%
O=C(COc1ccccc1-c1ccccc1)NCc1ccco1
    -3%, -16%, ?, 5%, 2%, ?, -2%, -11%, 0%, -2%
CCCCn1c(CN2CCOCC2)nc2c1c(=O)n(C)c(=O)n2C
    -2%, 0%, -5%, -8%, -8%, ?, -5%, -3%, -11%, 4%
Clc1ccc(-n2nnc(-c3cccnc3)n2)cc1Cl
    3.2µM*, ?, -11%, ?, 68%, -23%, -9%, ?, 9%, 4µM*
Cn1cc(S(=O)(=O)Nc2ccc(OC(F)(F)F)cc2)c(=O)n(C)c1=O
    -1%, 4%, -12%, -1%, -2%, 26%, -2%, -2%, 0%, 0%
O=C1NC(=S)S/C1=C\c1cc2ccccc2nc1N1CCCCC1
    -3%, -1%, 1%, 3%, -7%, 4%, ., -15%, -2%, -4%
CSc1nc2c(c(-c3ccc(O)cc3)c1C#N)CCC2
    -1%, -2%, -3%, -4%, -60%, -22%, 0%, 0%, -9%, 0%
N#Cc1c(N)nc2c(c1-c1cccs1)CCCC2
    -2%, -1%, 1%, 4%, 0%, 25%, 5%, -2%, -10%, -4%
CC(C)(C)n1nnnc1C(c1cccnc1)N1CCN(c2ccccc2)CC1 (stereo not drawn)
    -7%, 2%, 10%, -2%, 6%, -35%, 2%, 0%, 10%, -5%
CN1/C(=C\C(=O)C(F)F)C(C)(C)c2ccccc21
    -2%, 4%, 0%, ?, -2%, 22%, -1%, 25%, 5%, 0%
COc1ccc(-c2n[nH]c(=S)n2-c2ccc(Br)cc2)cc1OC
    3%, 4%, ?, 5%, -1%, 20µM*, 12%, 3%, -5%, 0%
COc1nc(SC)nc(Cl)c1Cc1ccc(OC(C)C)cc1
    0%, -3%, -3%, 9%, -11%, -3%, 1%, 7%, 7%, 3%
Cc1nn(CCOc2ccccc2)c(=O)n1-c1ccccc1
    ?, ?, 7%, 4%, ?, ?, -14%, 2%, ., ?
COc1cc(/C=C/C(=O)O)cc(S(=O)(=O)NCCCO)c1OC
    1%, 1%, -7%, -2%, 14%, 2%, 12%, 2%, 2%, 1%
Cc1ccc2nc(-c3ccc(NC(=S)NC4CC(C)(C)NC(C)(C)C4)cc3)sc2c1
    ?, 11µM*, 1%, ?, -79%[inhibitor], ?, 64%[activator], ?, -8%, ?
Cc1cc(NC(=O)/C=C/C(=O)N(CC(=O)NC2CCCC2)c2ccc(F)cc2)no1
    -2%, -3%, 4%, -3%, -29%, 2%, 2%, -1%, -12%, 2%
CC(=O)Nc1ccc(SCC(=O)N2CCN(S(=O)(=O)c3ccccc3)CC2)cc1
    1%, 0%, 1%, -10%, 4%, 3%, -2%, -5%, -2%, -4%
CCOC(=O)N1CCN(C(=O)c2ccc(SC)cc2OC)CC1
    -2%, -1%, 0%, -2%, 2%, -9%, -11%, -2%, 1%, -3%
O=C(NCCn1cc(SCc2ccccc2)c2ccccc21)c1ccccc1F
    -2%, ?, 4%, 16%, 0%, ?, 10%, -1%, ?, 1%
Cc1ccc(OCCOCCNC(C)(C)C)c([N+](=O)[O-])c1
    -3%, 7%, 1%, -13%, 2%, -44%, 10%, 3%, -7%, -3%
O=C(/C=C/c1ccc2c(c1)OCCCO2)c1ccc2ccccc2c1O
    ?, 2.7µM*, -5%, ?, ?, -15%, -10%, ?, 3%, 3.2µM*
O=C(CC1C(=O)NCCN1Cc1ccc(Cl)c(F)c1)NC1CCC1 (stereo not drawn)
    4%, -1%, -2%, 7%, -22%, 8%, -3%, 0%, 0%, -5%
COC(=O)/C=C1\S/C(=N/NC(=O)c2ccc(OC)cc2)NC1=O
    -8%, ?, -8%, -5%, -1%, -26%, 3%, 0%, 1%, 0%
O=[N+]([O-])c1ccc(S(=O)(=O)Nc2ccc(-c3csc(-c4ccccc4)n3)cc2)cc1
    1%, ?, ?, -10%, ., ?, 5%, 0%, ., 1%
CCOC(=O)C1CCN(C(=O)COC(=O)Cc2ccc(Cl)cc2)CC1
    -4%, -1%, -2%, -1%, 8%, -3%, 1%, -4%, 2%, -4%
CCN(C(=O)c1cccs1)c1nnc(-c2ccncc2)s1
    ?, 13µM*, ., 17%, ?, -20%[0.365 µM], -2%, ?, 5%, 14%
O=C(c1ccccc1)N1CCN(C(=O)c2cccnc2)CC1
    0%, -1%, 0%, ., 2%, -12%, -4%, -4%, -8%, 0%
Cc1nc(S(=O)(=O)N2CCN(C3c4ccccc4-c4ccccc43)CC2)cn1C
    -1%, -1%, -8%, -4%, -23%, 0%, -6%, -4%, 0%, 3%
CC(=O)Nc1sc(N/N=C\c2cccc(Cl)c2)nc1-c1cccs1
    2%, -1%, ?, 25%, -53%, ?, 5%, 12%, -15%, 3%
COc1ccc(-c2c(=O)n(OCc3ccccc3[N+](=O)[O-])c3ccccc3[n+]2[O-])c(OC)c1
    -5%, -1%, 11%, 5%, -34%, 15%, ?, -6%, -3%, -2%
CCc1cc2c(SCC(=O)c3ccc(C)cc3)ncnc2s1
    -6%, 5%, 0%, -2%, 27%, -12%, -8%, 0%, 3%, -3%
